# Screening data deposited in PubChem BioAssay by National Center for Advancing Translational Sciences (NCATS).
# KAT2A inh: GCN5L2 (KAT2A) acetyltransferase inhibition | AID 504327 | GCN5L2 HAT assay, ThioGlo1 CoA-SH fluorescence | Q92830 | Potency, µM (titrated, usually from 58.9 µM), for the others: at the highest dose activity change, negative = inhibition, most hits filed as inhibitors | 0.21% of 390,000 active
# Target sequence (Q92830 whole entry, looked up): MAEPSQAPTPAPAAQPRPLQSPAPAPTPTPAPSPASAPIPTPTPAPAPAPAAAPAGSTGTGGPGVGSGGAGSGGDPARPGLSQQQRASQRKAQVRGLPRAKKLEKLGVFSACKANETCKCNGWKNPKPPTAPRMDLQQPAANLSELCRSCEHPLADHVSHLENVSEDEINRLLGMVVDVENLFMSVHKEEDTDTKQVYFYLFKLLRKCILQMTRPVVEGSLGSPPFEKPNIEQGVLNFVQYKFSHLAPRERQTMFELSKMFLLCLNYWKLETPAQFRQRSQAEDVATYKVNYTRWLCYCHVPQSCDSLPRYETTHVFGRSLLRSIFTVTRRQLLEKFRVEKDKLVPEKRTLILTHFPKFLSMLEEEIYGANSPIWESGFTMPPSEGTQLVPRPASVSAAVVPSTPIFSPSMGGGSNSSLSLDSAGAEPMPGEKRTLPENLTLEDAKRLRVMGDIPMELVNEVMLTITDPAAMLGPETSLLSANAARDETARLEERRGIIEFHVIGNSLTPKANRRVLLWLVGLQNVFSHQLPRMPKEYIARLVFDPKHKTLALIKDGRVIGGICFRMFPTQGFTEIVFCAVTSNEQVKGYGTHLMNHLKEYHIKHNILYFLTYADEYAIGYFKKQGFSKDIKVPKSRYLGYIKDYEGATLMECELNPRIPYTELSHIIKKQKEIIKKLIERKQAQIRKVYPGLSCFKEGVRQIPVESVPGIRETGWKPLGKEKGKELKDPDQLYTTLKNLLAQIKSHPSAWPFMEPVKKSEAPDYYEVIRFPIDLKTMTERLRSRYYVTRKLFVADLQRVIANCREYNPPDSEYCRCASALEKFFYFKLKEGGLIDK
#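 ThioGlo1-coupled HAT assay: 20nM GCN5L2, 70uM acetyl-CoA, 75uM H3(1-25) peptide, pH 7.5. Fluorescence read at 340/540nm at start and after 20 min at room temperature.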
# FEN1 inhibitor: inhibitors of human flap endonuclease 1. P39748. Recombinant FEN1 flap cleavage, fluorescence, 15 min. Potency, µM (series often up to 114 µM), for the others: at the top dose activity change, negative = inhibition, usual class: inhibitors. 0.35% of 390,000 active; further: nearly all actives have a fitted effect of over 65% in size
#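 Reaction started by adding substrate (50 nM final) to 10 nM enzyme after 15 min room-temperature compound preincubation. Reads at 0 and 15 min, with data normalized and fitted to a four-parameter Hill equation.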
# N370S GC mod: N370S glucocerebrosidase modulation, Gaucher chaperone candidate; Potency, µM (doses to about 59.4 µM), for the others: at the highest dose activity change, negative = inhibition, most hits filed as inhibitors; AID 2101; 0.092% of 330,000 active; P04062; N370S GC spleen homogenate, 4MU-glucoside fluorescence;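 further: 0% = full enzyme activity and -100% = no enzyme basal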
# * hit, by the source's call; u = inconclusive; x = no result given; & = joins results of further samples; ! = not active in a repeat; [ ] = another dose, or the depositor's remark. The call rests on the fitted dose curve; in most records, active means well fitted curve in the direction sought with a large enough effect; inconclusive means small, poorly fitted or top-dose-only effect, or another doubt; inactive means no such curve, though single readings can be large; an effect the other way counts as inactive or inconclusive. Unless noted, on the % scale 0 is the no-effect control and ±100 the full control effect; potency means the concentration at half of the fitted maximal effect. These rows are one share of the data, so the mix of outcomes need not match the whole.
SMILES,KAT2A inh,FEN1 inhibitor,N370S GC mod
CC(C)Oc1ccc(C2CC(=O)N(c3cccc(C(=O)O)c3)C2=O)cc1 (stereo not given),2%,-5%,-3%
Cc1cc(NC(=O)C(C)SCC(=O)Nc2ccc(SC(F)F)cc2)no1 (stereo not given),-12%,-1%,-14%
CC1CN(c2ccc([N+](=O)[O-])cc2C(=O)N2CCOCC2)CC(C)N1 (stereo not given),-7%,1%,7%
CCCn1c(=O)c(C)cn2nc(N)nc12,u,x,8%
O=C(Cc1cccs1)N=Nc1c(O)[nH]c2ccccc12,-24%,8%,-14%
CCn1ccnc1CN(C)Cc1nc(Cc2cccc(C(F)(F)F)c2)no1,-3%,-3%,6%
CCN(CC)S(=O)(=O)c1cccc(C(=O)N/N=C(\C)c2cccs2)c1,-7%,-10%,7%
CCCOc1ccc(C(=O)CCNC(Cc2c[nH]c3ccccc23)C(=O)O)cc1 (stereo not given),-7%,3%,-3%
CN(C)c1ccc(NC(=O)CC2NCCNC2=O)cc1 (stereo not given),x,-14%,4%
CC1CCC(C(C)C)C(OCC(O)CN2CCN(Cc3ccccc3)CC2)C1 (stereo not given),34%[activator],-1%,-15%
C[n+]1cc2c3c(ccc2c2ccc4cc5c(cc4c21)OCO5)OCO3,16µM*!,11µM*,-13%
O=C(c1cnccn1)N1CCC2(CC1)CN(Cc1nccs1)C2,5%,x,-6%
O=C(Cc1cccs1)Nc1ccccc1,-11%,-2%,-4%
COCCCNCCOCCOc1ccc(C)cc1Br,22%,0%,9%
NS(=O)(=O)c1cc(C(=O)OCC(=O)NNC(=O)c2ccccc2)ccc1Cl,2%,1%,-9%
COc1ccc(CNc2ccc3c(c2)nc(C)n3C)cc1OC,-8%,-14%,-3%
Oc1ccc(-c2nc(-c3ccc(O)c(O)c3)cs2)cc1,-6%,-12%,-18%
O=[N+]([O-])c1ccc(N(CC2CO2)S(=O)(=O)c2ccccc2)cc1 (stereo not given),-5%,2%,-6%
O=C(NNS(=O)(=O)c1ccccc1[N+](=O)[O-])c1ccccc1[N+](=O)[O-],-4%,0%,-18%
CN1CCN(NC(=O)Nc2ccc([N+](=O)[O-])cc2)CC1,u,20%,-20%
O=S(=O)(NCc1cccnc1)c1ccc2c(c1)OCCO2,0%,6%,2%
O=C(Nc1ccc(S(=O)(=O)NCc2ccco2)cc1)C1CCCCC1,-4%,-4%,2%
CC(C)c1ccc[n+](-c2nc([O-])sc2C=O)c1,-2%,5%,1%
Cc1ccc(OCC(=O)N(Cc2cccs2)C2CCS(=O)(=O)C2)cc1 (stereo not given),-3%,0%,11%
COC(=O)/C=C1/C(=O)N/C(=N\c2nc(C)cc(C)n2)N1c1ccc(OC)cc1,-2%,-2%,-6%
Cc1ccc2nc(-c3ccc(F)cc3)nc(SCC(=O)NCC3CCCO3)c2c1 (stereo not given),-1%,0%,-12%
CN1CCN(CCCNC(=O)c2nnc(Cc3c(F)cccc3Cl)o2)CC1,-1%,0%,-17%
O=C(NCc1ccco1)C1(S(=O)(=O)c2ccccc2)CC=CC1,-3%,24%,-5%
CC(NC(=O)c1cc(Sc2ccc(F)cc2F)nc2ccccc12)c1ccccc1 (stereo not given),-17%,17%,x
COc1ccccc1/C=C/C=N/n1c(C)nnc1C,0%,2%,-22%
CC(=O)N(C(C)=O)c1ccc2nc(C)[nH]c(=O)c2c1,-4%,-7%,-7%
CC(C)CCCN1C(N(C)C)=NC[C@@H]1C,-3%,7%,6%
COc1cccc(OC)c1C(=O)Nc1ccc(CN2CCCCC2)cc1,-12%,-4%,5%
CCNc1c(NS(=O)(=O)c2ccc(Cl)s2)c(=O)oc2ccccc12,-4%,-1%,2%
COc1ccc(-n2nc(C(=O)Nc3ccc(Cl)cn3)c3c4ccccc4n(C)c3c2=O)cc1,1%,-4%,x
Cc1[nH]n(-c2cccc(Cl)c2)c(=O)c1C=NC12CN3CN(CN(C3)C1)C2,-20%,-8%,-1%
Cc1cccc(OCC(=O)N2CCc3ccccc3C2)c1,1%,-1%,-3%
Clc1ccccc1CSc1nnc(/C=C/c2ccccc2)o1,-20%,-16%,12%
CC(=O)c1ccc(C(=O)Nc2sc3c(c2C(N)=O)CCN(Cc2ccccc2)C3)cc1,-1%,x,-12%
COc1cccc(NS(=O)(=O)c2cc(C)sc2C)c1,-5%,-6%,2%
Oc1ccc2ccccc2c1/C=N/Nc1ccccc1,-3%,-21%,-1%
NC1=CC(=O)c2cccc3cccc1c23,-21%,x,6%
COc1cc(OC)c(NC(=O)n2ncc3cc(Cl)ccc32)cc1Cl,-6%,4%,x
OC[C@@H]1O[C@H](O)[C@H](O)[C@@H](O)[C@@H]1O,0%,x,1%
O=C(N=Nc1c(O)n(C2OC(=O)c3ccccc32)c2ccccc12)c1ccc(O)cc1 (stereo not given),-8%,26%,2%
Cc1cc(C(=O)NC(C)C)on1,-1%,-4%,3%
COc1ccc(/C=C/C(=O)Nc2ccc3nc(N4CCC(C)CC4)cc(C)c3c2)cc1,-3%,-5%,x
CCOc1ccc2oc(=O)cc(CN3CCN(Cc4ccc(C)cc4)CC3)c2c1,-11%,2%,x
CCN(C(=O)CCNC(=O)Cn1cnc2ccccc2c1=O)c1cccc(Cl)c1,-1%&3%,-6%&0%,-1%
CCC(=O)N(CC)c1nc(-c2cc(OC)ccc2OC)cs1,-10%,-1%,8%
Cc1sc(N/N=C/c2cccs2)nc1-c1ccccc1,-5%,9%,-12%
Cc1ccc(-c2cc(=O)c3ccc(F)cc3[nH]2)cc1,-7%,-17%,6%
COc1ccc(OC)c(NC(=O)CSc2nnc(C)n2Cc2ccccc2)c1,-13%,-19%,6%
CCCOC(=O)c1c(-c2ccccc2)c(-c2ccccc2)nn(C)c1=O,-11%,15%,x
CCOc1ccc(CNC(=O)C(CC)n2nc(C)n3c(cc4occc43)c2=O)cc1OC (stereo not given),-12%,-4%,3%
COc1cccc(CNC(=O)Cc2ccc(-n3c(=O)[nH]c4ccccc4c3=O)cc2)c1,-8%,15%,-3%
O=C(Nc1cccc(NC(=O)c2ccccc2)n1)c1ccccc1,u,-7%,-7%
C[C@H]1COC(=O)[C@@H](Cc2ccc(F)cc2)CC/C=C/C[C@H](CC(=O)N(CCO)Cc2ccccc2)C(=O)N1,1%,-8%,x
O=C1N/C(=C\c2ccsc2)C(=O)N1Cc1ccc(F)cc1,1%,0%,1%
CCc1ccc(NCc2cc3cc4c(cc3n(CC(=O)Nc3ccccc3OC)c2=O)OCCO4)cc1,-7%,-10%,x

# (next part)
SMILES,KAT2A inh,FEN1 inhibitor,N370S GC mod
CC1(C)CC(=O)C2=C(C1)Nc1ccccc1NC2c1nc2ccccc2[nH]1 (stereo not given),-12%,5%,-2%
O=C(COC(=O)CNC(=O)c1ccc(Br)o1)Nc1ccc2c(c1)OCCO2,-1%,-9%,1%[2.35 µM]
COc1ccc(NC(=O)CN(C)C(=O)c2c(C)nn(Cc3ccccc3)c2C)cc1,-16%,2%,0%
CCc1cc2c(SCC(=O)NC(=O)c3cccn3C)ncnc2s1,0%,1%,9%
Cc1ccc(-n2nc(C)cc2N)c(C)c1,-1%,-2%,4%
N#C/C(=C\c1ccccc1)C(=O)Nc1nncs1,-3%,17%,6%
O=C(c1ccc(CS(=O)(=O)c2ccc(Br)cc2)o1)N1CCN(c2ccc(F)cc2)CC1,-26%&-1%,-13%&-10%,20%
Cc1ccc(S(=O)(=O)N2CN(Cc3ccco3)c3nc4ccccc4nc32)cc1C,-17%,-3%,2%
COc1ccccc1OCCn1c(=S)[nH]c2ccccc21,-10%,-3%,7%
COC(=O)c1cccc(NC(=S)NCc2ccc(F)cc2)c1,-7%,-1%,3%
Nc1nc(SCC(=O)Nc2cccc(F)c2)n[nH]1,-11%,-6%,x
COc1ccccc1CNC(=O)CC(C)c1ccccc1 (stereo not given),3%,-1%,6%
Cc1ccc(CNC(=O)CCSCCC(=O)NCc2ccc(C)cc2)cc1,-1%,-7%,13%[12.8 µM]
Cc1ccc(C2=NN(C(=O)c3ccccc3F)C(c3ccccc3F)C2)cc1 (stereo not given),-12%,-9%,15%
CCc1cccc(C)c1NC(=O)CSc1nc2ccccc2nc1Cc1ccccc1,-7%,-1%,x
Cc1ccc(-c2nn3c(C)nnc3c3ccccc23)cc1S(=O)(=O)NC(C)c1ccccc1 (stereo not given),-6%,0%,x
CCC(C)NC(=O)CN(C1CCCCC1)S(=O)(=O)c1ccc(F)cc1 (stereo not given),-6%,7%,-28%
COCCn1c(=O)[nH]c2cc(C(=O)N3CCN(c4ccccc4OC)CC3)ccc2c1=O,-10%,2%,-5%
Cc1ccc(CNC(=O)Nc2ccc(C)cc2)cc1,-3%,-2%,8%
CCOC(=O)CC(NC(=O)c1cc2cccc(OC)c2oc1=O)c1ccc(OC)cc1 (stereo not given),-3%,9%,-2%

# Reprinted from the part before: 4 entries, then new ones.
SMILES,KAT2A inh,FEN1 inhibitor,N370S GC mod
CCC(C)NC(=O)CN(C1CCCCC1)S(=O)(=O)c1ccc(F)cc1 (stereo not given),-6%,7%,-28%
COCCn1c(=O)[nH]c2cc(C(=O)N3CCN(c4ccccc4OC)CC3)ccc2c1=O,-10%,2%,-5%
Cc1ccc(CNC(=O)Nc2ccc(C)cc2)cc1,-3%,-2%,8%
CCOC(=O)CC(NC(=O)c1cc2cccc(OC)c2oc1=O)c1ccc(OC)cc1 (stereo not given),-3%,9%,-2%
CCOC(=O)CCCNC(=O)COC(=O)c1cccc(C)c1O,-4%,2%,0%
O=C1C2C3c4ccccc4C(c4ccccc43)C2C(=O)N1Cc1ccccn1 (stereo not given),-11%,-2%,-5%
CC(C)(C)NC(=S)NCc1ccncc1,-2%,-12%,-6%
CC(=O)Nc1cccc(C(=O)OCc2ccccc2)c1,-7%,11%,6%
O=C(Cn1cc(C(F)(F)F)cc(Cl)c1=O)Nc1cc(Cl)cc(Cl)c1,4%,14%,1%
Cc1cnc(C)c(N2CCC(C(=O)NCc3ccco3)CC2)n1,-8%,6%,-2%
COc1ccccc1NC(=S)NC(NC(=O)C(C)C)C(Cl)(Cl)Cl (stereo not given),-13%,2%,2%
COc1ccc(Oc2c(Cl)cnn(-c3ccc(C)cc3)c2=O)cc1,1%,14%,-7%
C#Cc1ccc2c(c1)C(=O)N(C)Cc1c(C(=O)OCCCOC(=O)c3ncn4c3CN(C)C(=O)c3cc(C#C)ccc3-4)ncn1-2,36%[activator],x,4%
O=C(Nc1cccc(Cl)c1)N1CCN(Cc2ccccc2)CC1,-4%,12%,-7%
COc1cc(CN2CCNC(=O)C2CC(=O)N2CCCCO2)cc(OC)c1 (stereo not given),12%,-4%,u
CCOCCCNC(=O)c1c(NC(=O)Cc2coc3ccc(C)cc23)sc2c1CCC2,-4%,-1%,x
Cc1ccccc1C(=O)N1CCN(c2ccc([N+](=O)[O-])c(NCc3ccco3)c2)CC1,u,0%,-15%
CCN1CCN(CCCNC(=O)Cn2c(-c3cccs3)cc3cc(Cl)ccc32)CC1,-5%,-5%,x
CCn1cc(-c2ccnc3cc(C(=O)O)nn23)c(C)n1,-25%,11%,19%
c1cncc(-c2nc3cc(Cc4ccc5oc(-c6cccnc6)nc5c4)ccc3o2)c1,-2%,x,3%
CCOC(=O)CCCNc1ccc([N+](=O)[O-])cc1[N+](=O)[O-],12%,-1%,-3%
O=C(NNC(=O)C1C2CCC(C2)C1C(=O)O)c1cccc(Cl)c1 (stereo not given),14%,-16%,-1%
COC(=O)c1ccc(NC(=O)c2ccc3c(c2)C(=O)N(Cc2cccnc2)C3=O)cc1,-4%,-3%,-1%
Cc1ccc(C(=O)c2coc3ccc(O)c(Cl)c23)cc1,-4%,-12%,9%

# Some of these compounds in order of their number in KAT2A inh, descending.
structure | KAT2A inh | N370S GC mod
COc1ccc(Oc2c(Cl)cnn(-c3ccc(C)cc3)c2=O)cc1 | 1% | -7%
c1cncc(-c2nc3cc(Cc4ccc5oc(-c6cccnc6)nc5c4)ccc3o2)c1 | -2% | 3%
Cc1ccc(C(=O)c2coc3ccc(O)c(Cl)c23)cc1 | -4% | 9%
Cc1cnc(C)c(N2CCC(C(=O)NCc3ccco3)CC2)n1 | -8% | -2%
COc1ccccc1NC(=S)NC(NC(=O)C(C)C)C(Cl)(Cl)Cl (stereo not given) | -13% | 2%

# New compounds follow
SMILES,KAT2A inh,FEN1 inhibitor,N370S GC mod
CC1CN(C(=O)COc2ncnc3ccccc23)CC(C)O1 (stereo not given),0%,-8%,0%
COc1cccc(-c2nc(-c3ccc(NC(=O)c4ccncc4)cc3)no2)c1,-6%,u,0%
O=C(Nc1scc(-c2ccccc2)c1C(=O)O)c1ccccc1Cl,-8%,13%,-16%
Cc1c(C=O)n(C)n(-c2ccccc2)c1=O,-8%,2%,-4%
COc1cc(C(=O)NCCC(=O)NC2CCC(C)CC2)cc(OC)c1OC (stereo not given),-6%,-1%,-2%

# Marked active in KAT2A inh, among the entries above:
SMILES	KAT2A inh	N370S GC mod
C[n+]1cc2c3c(ccc2c2ccc4cc5c(cc4c21)OCO5)OCO3	16µM*!	-13%

# Rewritten with values under each structure: entries from further up
# The line under a structure holds: KAT2A inh, FEN1 inhibitor, N370S GC mod
- CC1CN(C(=O)COc2ncnc3ccccc23)CC(C)O1 (stereo not given)
→ 0%, -8%, 0%
- COc1cccc(-c2nc(-c3ccc(NC(=O)c4ccncc4)cc3)no2)c1
→ -6%, u, 0%
